Screening results from PubChem BioAssay.
Avidin fluor: compound fluoresces at 488/530 nm on avidin beads. compound fluorescence 488/530 nm, flow cytometry; stronger effect = higher value. hit rate 0.38% among 220,000. fluorescence (KMESF) at 10 µM; in the data active = fluorescence above about 47; also: inactives centre near 10
Cdc42 wt: human Cdc42 wildtype GTP binding change, either direction. P60953. GST-Cdc42 beads, Bodipy-GTP binding, flow cytometry; actives lie on both sides. percent activity (GTP binding), % at 10 µM. hit rate 0.2% among 190,000. AID 761;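 active = percent activity GTP binding at least 20 points away from the 100% baseline, either down as inhibitor or up as activator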;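 also: median bead fluorescence of bound Bodipy-FL-GTP at 100 nM; 0% = excess unlabeled GTP control and 100% = no compound control; below 100% means less GTP binding so inhibitor and above means activator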
Target sequence (P60953 whole entry, looked up): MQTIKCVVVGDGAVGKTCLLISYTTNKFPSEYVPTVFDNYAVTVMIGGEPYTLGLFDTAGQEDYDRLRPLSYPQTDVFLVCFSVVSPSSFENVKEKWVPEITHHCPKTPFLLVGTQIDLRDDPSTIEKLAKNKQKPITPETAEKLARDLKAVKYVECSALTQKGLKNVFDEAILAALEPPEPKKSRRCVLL
Rab2 wt GTP: changes GTP binding to wildtype dog Rab2A, up or down | P61105 | GST-Rab2 wt beads, Bodipy-GTP binding, flow cytometry | GTP binding activity, % at 10 µM | hit rate 0.19% among 190,000;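 active = GTP binding activity at least 20 points away from 100%, either lowered or raised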;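 also: 0% = beads with excess unlabeled GTP and 100% = no-compound control corrected for plate trend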
Mcl1-Bid inh: Mcl-1/Bid interaction inhibition; Q07820; TR-FRET Mcl-1/Bid-Dy647 peptide binding, 1536-well; inhibition, % at 21.7 µM; hit rate 0.97% among 220,000; AID 1021;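 active = compounds that cut the binding signal by more than half at the single screening dose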;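 also: His-tagged Mcl-1 with europium anti-His antibody binding Bid BH3 peptide; 0% = Mcl-1 plus peptide wells and 100% = peptide-only wells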
Target sequence (Q07820 whole entry, looked up): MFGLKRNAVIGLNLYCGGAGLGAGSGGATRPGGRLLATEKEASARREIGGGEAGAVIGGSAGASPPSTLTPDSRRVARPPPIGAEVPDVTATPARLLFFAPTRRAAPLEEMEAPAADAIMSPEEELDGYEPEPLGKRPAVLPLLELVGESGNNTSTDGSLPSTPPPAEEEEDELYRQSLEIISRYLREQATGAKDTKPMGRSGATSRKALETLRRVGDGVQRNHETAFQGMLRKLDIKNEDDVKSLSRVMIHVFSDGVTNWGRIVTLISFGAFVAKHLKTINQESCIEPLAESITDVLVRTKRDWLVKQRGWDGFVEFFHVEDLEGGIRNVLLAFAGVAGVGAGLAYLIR
Rab7 wt GTP bind: modulators of GTP binding to dog Rab7 wildtype GTPase; hit rate 0.055% among 190,000; GST-Rab7 beads, fluorescent GTP binding, flow cytometry; actives lie on both sides; untreated = 100%, excess cold GTP = 0%; GTP binding activity (percent of control), % at 10 µM; AID 758;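 active = fluorescent GTP binding to Rab7 beads changed by at least 20 points from the 100% baseline, either direction, mostly lower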;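 also: median green fluorescence of bound Bodipy-FL-GTP per Rab7 bead population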
Rac1 wt modul: modulators of human Rac1 wildtype GTP binding; hit rate 0.27% among 190,000; GST-Rac1 beads, fluorescent GTP binding, flow cytometry; actives lie on both sides; 0 = cold GTP competed, 100 = untreated; GTP binding activity (% of control), % at 10 µM; P63000;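 active = GTP binding activity at least 20 points away from the 100% control level, either lower or higher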
Mcl1-Noxa inh: Mcl-1/Noxa interaction inhibition; AID 1022; Q07820; inhibition, % at 21.7 µM; hit rate 1.5% among 220,000; TR-FRET Mcl-1/Noxa peptide binding, 2 h;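 active = compounds that cut the protein-peptide binding signal by more than 50% relative to plate controls in a single-dose test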;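 also: His-tagged Mcl-1 with rhodamine Noxa BH3 peptide and terbium anti-His antibody; 0% = Mcl-1 plus Noxa peptide wells and 100% = peptide-only wells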
Rac1 act GTP bind: alters GTP binding to activated mutant human Rac1; P63000; percent activity (GTP binding), % at 10 µM; GST-Rac1 activated beads, fluorescent GTP binding, flow cytometry; actives lie on both sides; 100% means binding = to untreated wells; hit rate 0.11% among 190,000;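 active = GTP binding at least 20 percentage points away from the 100% baseline, in either direction, so actives lie on both sides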
Pf gametocyte: kills late stage P. falciparum gametocytes | P. falciparum stage V gametocytes, ATP luminescence, 24 h | inhibition, % at 10.9 µM | hit rate 0.065% among 150,000 | AID 743093;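 active = inhibition above the mean plus 3 SD of compounds within the control limits, set per campaign, cut at about 38% in these data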;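 also: 0% = DMSO wells and 100% = medium only without gametocytes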
HRas wt GTP: human HRas wildtype GTP binding, change in either direction | GST-Ras wt beads, Bodipy-FL-GTP binding, flow cytometry; actives lie on both sides | P01112 | hit rate 0.14% among 190,000 | GTP binding activity, % at 10 µM;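 active = GTP binding activity at least 20% away from the 100% baseline, either lowered as inhibitor or raised as activator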;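 also: 0% = unlabeled GTP competition control and 100% = no-compound control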
Target sequence (P01112 whole entry, looked up): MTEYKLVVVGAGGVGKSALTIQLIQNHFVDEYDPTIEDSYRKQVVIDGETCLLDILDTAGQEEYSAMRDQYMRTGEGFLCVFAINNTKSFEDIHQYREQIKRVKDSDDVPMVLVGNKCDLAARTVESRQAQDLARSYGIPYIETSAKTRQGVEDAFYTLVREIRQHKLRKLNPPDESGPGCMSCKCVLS
GSH fluor: compound fluoresces at 488/530 nm on GSH beads. fluorescence (KMESF) at 10 µM. hit rate 0.25% among 190,000. GSH beads flow cytometry, compound fluorescence 488/530 nm; stronger effect = higher value; in the data active = fluorescence above about 89;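 also: glutathione beads carrying GST-tagged Bcl family fusion proteins plus one bare bead set; values are compound well signal with DMSO vehicle wells as background; inactives centre near 16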
Active calls of the source: *; / = not tested or not shown.

SMILES	Avidin fluor	Cdc42 wt	Rab2 wt GTP	Mcl1-Bid inh	Rab7 wt GTP bind	Rac1 wt modul	Mcl1-Noxa inh	Rac1 act GTP bind	Pf gametocyte	HRas wt GTP	GSH fluor
CN(C)CC(C)(C)CNS(=O)(=O)c1ccc(OC(F)(F)F)cc1	13	94	99	-2	101	96	-4	95	20	97	14
O=C(CCCn1nnc(-c2cccnc2)n1)c1ccc(F)cc1	5	105	102	-22	100	107	12	102	-1	105	7
O=C(c1cccc(Cl)c1)N1CCCC(c2ccc(Cl)cc2)=N1	13	111	112	2	107	108	-19	102	21	112	26
Cc1ccccc1Nc1nc2ccccc2s1	10	102	97	1	99	99	30	96	-32	98	13
Fc1ccc(N2CCN(C(=S)NCC3CCCO3)CC2)cc1 (stereo not given)	19	97	98	-36	98	104	3	99	/	96	11
CN(c1ccccc1)S(=O)(=O)c1ccc(NC(=O)c2ccc(-c3ccccc3)cc2)cc1	13	102	101	-5	101	103	-17	97	/	100	13
Cc1cc2c(cc1C)NC(c1cccnc1)C1=C(CC(C)(C)CC1=O)N2 (stereo not given)	/	102	97	-24	99	100	1	96	/	98	18
CCOC(=O)CNC(=O)/C=C/c1ccc2c(c1)OCO2	9	92	93	-9	102	98	1	92	-4	92	11
CSc1ncccc1C(=O)OCc1cccc([N+](=O)[O-])c1	10	94	93	-12	96	98	-5	93	7	96	17
CC(=O)c1cccc(NC(=O)C(NC(C)C)c2ccccc2)c1 (stereo not given)	9	97	98	-58	97	99	21	97	-3	98	13
CC1=NN(C(=O)Cc2ccccc2)C(O)(c2cccnc2)C1 (stereo not given)	4	100	98	-19	97	97	1	95	/	98	38
COc1cccc(CNC2CCCC2)c1	7	106	101	10	100	104	16	102	/	100	6
Cc1cc2nc(CCN(C(=S)NCC(C)C)C3CCCC3)[nH]c2cc1C	11	103	101	-11	101	109	19	99	/	100	14
O=C(Cn1ccc([N+](=O)[O-])n1)N1CCCCC1	10	93	96	7	96	92	3	92	2	93	8
CC(=O)NC1(C(F)(F)F)NC(=O)N(C2CCCCC2)C1=O (stereo not given)	12	99	99	-12	98	95	-3	98	17	99	21
Cn1c(/C(C#N)=C/c2ccc(-c3ccc(S(N)(=O)=O)cc3)o2)nc2ccccc21	4	94	92	-29	92	93	13	99	/	96	4
O=c1c(Cl)c(NCc2ccco2)cnn1C12CC3CC(CC(C3)C1)C2	8	96	99	-42	105	98	-1	97	-45	94	17
CCn1cc(C(=O)O)c(=O)c2cc(F)c(N3CCN(S(=O)(=O)c4ccc(NC(=O)OC)cc4)CC3)cc21	3	102	99	-19	97	105	-106	99	-71	99	14
Cc1ccc(NC(=O)CSCC(N)=O)cc1C	17	101	100	-18	102	101	12	99	/	99	15
O=C(COc1ccc(Cl)cc1)Nc1ccc2c(c1)CCC2	19	94	96	-37	99	98	8	95	/	96	17
Cc1cc(C)n(CC(O)COc2ccccc2)n1 (stereo not given)	33	106	104	-11	104	106	16	102	/	104	20
Cc1cc(/C=N/NC(=O)Cn2c3ccccc3c(=O)c3ccccc32)c(C)n1-c1ccc(Cl)cc1	4	103	101	-16	102	103	4	98	-10	100	11
O=C(COC(=O)CCC(=O)c1ccc(Cl)cc1)NC1CC1	16	96	98	7	99	106	5	97	-4	97	15
CN(CCO)c1cc(N2CCCCC2)c2nonc2c1[N+](=O)[O-]	25	101	103	-49	109	104	-7	97	1	103	7
CCCc1cc(=O)oc2cc(C)cc(O)c12	14	101	104	-87	106	101	21	97	-9	104	12

(list continues)
SMILES	Avidin fluor	Cdc42 wt	Rab2 wt GTP	Mcl1-Bid inh	Rab7 wt GTP bind	Rac1 wt modul	Mcl1-Noxa inh	Rac1 act GTP bind	Pf gametocyte	HRas wt GTP	GSH fluor
O=[N+]([O-])c1cc([N+](=O)[O-])c2cccnc2c1Oc1ccccc1O	13	98	94	-59	92	93	92*	93	-14	95	12
CCC(Sc1ncccc1C(=O)OC(C)C)C(=O)NCc1ccco1 (stereo not given)	7	102	103	-31	102	104	13	99	3	101	42
C=CCNC(=O)CC(=O)N/N=C/c1cccs1	10	97	97	-23	101	101	8	97	-2	97	19
CC1CCCCC1NC(=O)COC(=O)C12CC3CC(CC(Cl)(C3)C1)C2 (stereo not given)	9	94	96	-15	97	98	11	96	20	96	15
Cc1ccc(-c2nc(N)sc2CC(=O)OCC(=O)NC2CCCC(C)C2C)cc1 (stereo not given)	23	102	98	-28	100	100	7	98	4	99	14
CC1CCCCN1C(=O)CSc1nnc(-c2ccc(Cl)s2)o1 (stereo not given)	35	104	100	-23	99	106	-1	99	0	100	21
COc1ccccc1CN(Cc1cc2cc(C)ccc2[nH]c1=O)Cc1nnnn1Cc1ccco1	6	100	99	-9	99	104	7	99	20	101	57
C=CCN(CC(=O)NCc1ccc(F)cc1)C(=O)c1csnn1	6	99	97	-2	97	104	-1	101	5	101	15
O=C(NC(=S)N1CCN(C/C=C/c2ccccc2)CC1)c1ccco1	23	96	97	-28	97	101	1	95	4	99	13
O=C1CCC(=O)N1c1ccc(NCc2ccccc2Cl)c([N+](=O)[O-])c1	12	96	99	-7	98	104	11	101	/	100	4
O=C(c1ccco1)N1CCN(C2CCCC2)CC1	26	96	94	19	96	98	30	95	-34	96	23
CCOC(=O)c1cc(CN2CCOCC2)oc1-c1ccccc1	11	105	103	-19	104	112	6	101	/	104	45
CN(C)c1ccc(NC(=O)COC(=O)c2cc(=O)c3ccccc3o2)cc1	13	98	97	-9	98	101	20	96	7	98	25
O=c1c(Cc2c(F)cccc2Cl)c(O)ccn1CC1CCCO1 (stereo not given)	7	96	96	-32	97	100	4	91	-4	96	11
O=C(CCc1nc2ccccc2[nH]c1=O)N/N=C/c1ccccc1	13	95	95	-16	101	96	16	94	-15	98	18
CC(=O)Nc1cccc(OCc2c(F)cccc2Cl)c1	5	99	99	-7	102	101	-16	99	-15	100	19
COc1ccc2c(c1)SCC(=O)N2C	7	101	100	-13	94	103	-15	101	15	100	67
CC1CCCCC1NC(=O)c1ccc(CNc2c(N3CCCC3)c(=O)c2=O)cc1 (stereo not given)	13	100	99	-32	97	100	2	99	/	98	19
CN(C)c1ccc(/C=N/NC(=O)C2CC2c2ccccc2)cc1 (stereo not given)	12	96	99	-51	103	100	27	98	3	100	24
O=C(CSc1nc2cc(Cl)ccc2s1)NC(=O)NCc1ccco1	6	104	101	-16	98	105	31	103	/	102	5
Cc1ccc(S(=O)(=O)N(CC(=O)N2CCC(C)CC2)c2ccccc2)cc1	7	96	104	-8	106	96	9	96	/	96	14
CCn1c(SCC(=O)Nc2cccc(NC(=O)c3cccs3)c2)nnc1-c1ccncc1	40	94	99	4	98	100	14	95	/	96	23
CCCCNC(=O)c1c[nH]c2ccc(S(=O)(=O)N3CCOCC3)cc2c1=O	16	96	98	-2	105	98	16	98	-22	98	12
O=C(Nc1nc2c(Cl)ccc(Cl)c2s1)c1ccco1	6	92	93	11	94	97	6	91	/	94	26
Cc1cccc(C)c1N1C(=O)c2ccccc2C1=O	33	102	101	1	103	103	8	100	10	102	15

Compound profiles (already shown). Values in the order: Avidin fluor, Cdc42 wt, Rab2 wt GTP, Mcl1-Bid inh, Rab7 wt GTP bind, Rac1 wt modul, Mcl1-Noxa inh, Rac1 act GTP bind, Pf gametocyte, HRas wt GTP, GSH fluor
Shown for Cc1cccc(C)c1N1C(=O)c2ccccc2C1=O : 33, 102, 101, 1, 103, 103, 8, 100, 10, 102, 15
Shown for O=C(c1ccco1)N1CCN(C2CCCC2)CC1 : 26, 96, 94, 19, 96, 98, 30, 95, -34, 96, 23

Four entries out of the list above, sorted by the value under Rac1 act GTP bind, lowest first.
| structure | Rac1 act GTP bind |
| --- | --- |
| O=C(Nc1nc2c(Cl)ccc(Cl)c2s1)c1ccco1 | 91 |
| O=C(CCc1nc2ccccc2[nH]c1=O)N/N=C/c1ccccc1 | 94 |
| CCCCNC(=O)c1c[nH]c2ccc(S(=O)(=O)N3CCOCC3)cc2c1=O | 98 |
| C=CCN(CC(=O)NCc1ccc(F)cc1)C(=O)c1csnn1 | 101 |

Remaining list, next part.
SMILES	Avidin fluor	Cdc42 wt	Rab2 wt GTP	Mcl1-Bid inh	Rab7 wt GTP bind	Rac1 wt modul	Mcl1-Noxa inh	Rac1 act GTP bind	Pf gametocyte	HRas wt GTP	GSH fluor
CC1CCN(C2=NC(=O)/C(=C/c3cn[nH]c3-c3ccccc3)S2)CC1	17	99	97	4	101	100	5	96	/	101	16
CCOCCOc1cccc(C(=O)NC(c2ccccc2)C(C)C)c1 (stereo not given)	11	94	95	-22	100	99	-17	95	20	97	13
Cc1ccc(S(=O)(=O)/N=C2/NC(=O)/C(=C/c3ccc(Br)o3)S2)cc1	12	95	90	-23	92	95	18	92	4	93	4
Cc1ccc(C(=O)Nc2c(C#N)c(C)c(C)n2Cc2ccccc2)cc1	14	102	99	-30	99	101	6	99	1	101	30
Cc1cc(N/N=C/c2ccncc2)nc2ccccc12	11	97	95	-11	94	98	8	94	-41	97	10
C=CCn1c(C)cc(C(=O)COc2ccc(C)nc2[N+](=O)[O-])c1C	2	99	100	-74	101	103	16	100	/	101	5
COc1cc(CCC(=O)OCC(=O)Nc2ccccc2C#N)cc(OC)c1OC	26	98	102	-3	104	100	12	98	/	102	27
O=C(O)CCCC(=O)NNc1ncnc2ccccc12	2	99	96	-53	100	100	4	100	13	99	19
Cc1nc(SCc2cccc(C(=O)O)c2)nc2c1CCCC2	10	86	90	-38	91	90	4	85	1	92	11
C=CCNC(=S)NNC(=O)c1cccc2ccccc12	7	100	97	-49	99	98	13	95	-20	96	42
CC1(C)Cc2c(sc3ncnc(NNC(=S)NCc4ccccc4)c23)CO1	10	101	102	-35	101	104	-28	102	-11	102	13
O=C(NC1CCCCC1)N1CCC(c2nc3ccccc3[nH]2)CC1	9	99	100	-17	102	105	9	96	/	102	54
CC(C)[C@H](NC(=O)NCc1ccco1)C(=O)O	7	101	101	-8	100	105	-2	99	/	100	41
O=C1C2C3C=CC(C3)C2C(=O)N1c1ccc(-c2nc3ccccc3c(=O)o2)cc1 (stereo not given)	15	97	98	14	102	98	5	96	/	100	11
O=C(CN1CCOCC1)Nc1ccc(S(=O)(=O)N2CCCCCC2)cc1	11	97	98	-14	98	99	14	97	/	99	32
C#CCOCCOCCOCCNc1nc(N2CCOCC2)nc(N2CCN(C(=O)[C@H](CCCCN)n3cc([C@@H](N)CO)nn3)CC2)n1	7	97	95	20	95	96	19	94	/	95	20
CC(=O)Nc1ccc(-c2ccc3nnc(C)n3n2)cc1	21	92	93	-32	95	90	6	92	-21	92	6
CCOC(=O)c1c(C)oc(NC(=O)COc2ccc(Cl)cc2C)c1C#N	28	93	97	-42	94	96	8	95	-10	96	14
CCOC(=O)c1ccc(-n2ccnc2)c(NC(=O)c2ccc(C(C)(C)C)cc2)c1	3	97	95	-13	96	102	-3	98	17	99	17
COc1cc(N2CN=c3s/c(=C\c4ccccn4)c(=O)n3C2)cc(OC)c1OC	9	102	100	-80	100	103	15	98	3	102	265*
